High-throughput results (PubChem)
TRPC4 inh: inhibitors of mouse TRPC4 channel, primary screen, Fluo4 calcium, HEK293 TRPC4beta/mu-opioid cells | Short transient receptor potential channel 4 (Mus musculus), Q9QUQ5 | 0.39% of 300,000 active | B-score at 10 µM | AID 2247, 2010 | DAMGO-evoked Fluo4 calcium flux; stronger effect = lower value;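 active = B-score over 3 SD under the library average, no early fluorescence shift, positive overall ratio signal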
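Material: HEK293 cells with stable TRPC4beta plus mu-opioid receptor expression / Probe or stimulus: DAMGO in two steps, submaximal then maximal / Compound: single concentration per test compound / Technique: kinetic Fluo4 fluorescence imaging of calcium influx / Read-out: per-well B score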
KCNQ1 inh: inhibitors of human KCNQ1 channel, primary screen, cell-based, thallium flux, high-throughput; CHO-K1 KCNQ1, FluxOR thallium flux fluorescence; stronger effect = higher value; AID 2642, 2010; B-score at 10 µM; 1.3% of 310,000 active;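 active = compounds whose thallium flux B-score, printed positive for inhibition, exceeds three library SD while starting fluorescence stays within three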;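 also: channel opened by potassium depolarization with thallium stimulus after 20 min compound exposure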
Target sequence (P51787 whole entry, looked up): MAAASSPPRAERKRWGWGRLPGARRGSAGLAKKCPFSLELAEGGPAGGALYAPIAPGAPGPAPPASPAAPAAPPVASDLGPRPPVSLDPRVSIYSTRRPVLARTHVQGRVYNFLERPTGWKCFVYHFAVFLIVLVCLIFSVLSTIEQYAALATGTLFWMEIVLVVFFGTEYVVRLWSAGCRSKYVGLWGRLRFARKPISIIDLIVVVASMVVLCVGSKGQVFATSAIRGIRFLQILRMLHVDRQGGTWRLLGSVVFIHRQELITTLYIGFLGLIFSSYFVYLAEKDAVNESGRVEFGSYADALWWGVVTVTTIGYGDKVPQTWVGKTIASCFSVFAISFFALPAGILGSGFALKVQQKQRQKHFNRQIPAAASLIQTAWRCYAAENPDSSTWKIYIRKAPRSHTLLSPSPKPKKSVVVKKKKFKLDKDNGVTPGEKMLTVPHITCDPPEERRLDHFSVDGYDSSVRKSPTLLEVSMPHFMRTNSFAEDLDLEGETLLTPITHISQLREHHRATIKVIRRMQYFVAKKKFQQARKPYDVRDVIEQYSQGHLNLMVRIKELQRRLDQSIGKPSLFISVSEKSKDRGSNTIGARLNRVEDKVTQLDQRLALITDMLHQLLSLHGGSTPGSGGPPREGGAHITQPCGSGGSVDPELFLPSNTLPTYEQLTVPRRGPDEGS
PolyA inh: polyadenylation inhibitors in yeast reporter cells, primary screen, luminescence, S. cerevisiae; 0.02% of 300,000 active; calls only at 12 µM; S. cerevisiae SKY197-pL101 polyadenylation reporter, beta-gal luminescence; efflux-impaired pdr1/pdr3 knockout yeast; score 100 = 6 SD above DMSO;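 active = lowest replicate activity score at least 50, where 100 means six control SD above control mean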;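 also: yeast exposed to compound for 9 h at 30 °C; higher score means more reporter readthrough which indicates perturbed polyadenylation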
TRPC4 PAM: positive allosteric modulators of TRPC4, primary screen, cell-based, mouse TRPC4beta, HEK293 mu-opioid, Fluo-4 calcium. DAMGO EC20, Fluo-4 Ca2+ flux; stronger effect = higher value. 0.42% of 310,000 active. B-score at 10 µM. Short transient receptor potential channel 4 (Mus musculus), Q9QUQ5;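 active = B-score of calcium response area above 5 SD of library B-scores, with initial fluorescence ratio within 5 SD of library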;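 also: B-score of integrated fluorescence ratio over time as area under calcium response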
hERG rescue: hERG rescue from dofetilide block, primary screen, cell-based, CHO-hERG, FluxOR thallium flux, dofetilide IC70. AID 1511, 2009. activation (rescue from dofetilide block), less the hit threshold, % at 10 µM. dofetilide IC70 present. Voltage-gated inwardly rectifying potassium channel KCNH2 (Homo sapiens), Q12809. 0.51% of 310,000 active;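 active = activation above the mean of controls blocked by dofetilide plus 5 SD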;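 also: thallium influx through hERG after potassium depolarization seen as dye fluorescence rise; in these data hits start at about 4.7%; inactives centre near -7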
TRPC4 act: activators of mouse TRPC4 channel, primary screen, Fluo4 calcium, HEK293 TRPC4beta/mu-opioid cells. Fluo4 calcium fluorescence; stronger effect = higher value. Short transient receptor potential channel 4 (Mus musculus), Q9QUQ5. AID 2237, 2010. 0.49% of 310,000 active. B-score at 10 µM;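 active = B-score above 5 SD of library B-scores, and initial fluorescence ratio not above library mean plus 5 SD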;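 also: positive B-score marks a calcium rise read as TRPC4 activation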
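Assay system: HEK293 stable line with TRPC4beta plus mu-opioid receptor. Times: dye 45 min RT, read 110 s. Measured by: kinetic Fluo4 calcium fluorescence. Measure: B score of integrated ratio. Controls: assay buffer as low control, maximal DAMGO as high control.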
KCNK3 inh: human KCNK3 channel inhibitors, primary screen, CHO cells, FluxOR thallium flux, B-score. FluxOR fluorescence; stronger effect = lower value. B-score at 10 µM. 0.84% of 340,000 active. AID 602410, 2012;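 active = B-score under library mean minus 4 SD, starting fluorescence ratio at most library mean plus 5 SD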;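 also: more negative B-score means stronger inhibition of thallium flux through KCNK3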
Target sequence (O14649 whole entry, looked up): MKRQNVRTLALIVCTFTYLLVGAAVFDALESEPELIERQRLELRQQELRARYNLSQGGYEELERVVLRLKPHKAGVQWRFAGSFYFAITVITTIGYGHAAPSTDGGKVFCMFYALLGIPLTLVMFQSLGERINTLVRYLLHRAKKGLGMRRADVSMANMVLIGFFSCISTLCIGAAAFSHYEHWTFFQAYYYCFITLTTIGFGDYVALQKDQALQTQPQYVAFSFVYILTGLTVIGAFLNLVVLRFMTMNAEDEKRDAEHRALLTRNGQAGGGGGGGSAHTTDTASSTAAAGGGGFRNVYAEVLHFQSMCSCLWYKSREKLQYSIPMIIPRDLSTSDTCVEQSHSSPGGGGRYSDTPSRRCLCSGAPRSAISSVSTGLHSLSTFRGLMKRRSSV
KCNQ1 act: potentiators or activators of KCNQ1 channel, primary screen, cell-based, thallium flux, high-throughput | CHO-K1 KCNQ1, thallium flux FluxOR fluorescence; stronger effect = higher value | B-score at 10 µM | 0.35% of 310,000 active;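 active = fluorescence ratio B-score, a plate-corrected score, at least three library SD, with initial intensity B-score within 5 SD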
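Doses: Single concentration per compound, DMSO matched to controls | Test system: KCNQ1-transfected CHO-K1 cells | Timing: 90 min dye loading and 20 min compound exposure, both at room temperature | Measured by: Kinetic FluxOR thallium fluorescence, 10-s 1-Hz baseline, 110-s post-stimulus read | Medium: Assay buffer with matched DMSO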
Platelet DG rel: inhibitors of platelet dense granule secretion, primary screen, cell-based, MLPCN, human platelets; human platelet-rich plasma, SFLLRN dense granule ATP release, luminescence; 0.22% of 300,000 active; AID 1663, 2009; inhibition, %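 (compounds screened at 7.5 µM in platelet-rich plasma)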;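 active = mean replicate score, as percent of positive control, at or above 50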
KCNK9 inh: KCNK9 potassium channel inhibitors, primary screen, HEK293 cells, thallium flux. Potassium channel subfamily K member 9 (Homo sapiens), Q9NPC2. FluxOR thallium flux fluorescence; stronger effect = lower value. B-score at 10 µM. 1.2% of 310,000 active. AID 488922, 2010;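 active = ratio B-score over 3 SD below the library mean, with starting fluorescence within 5 SD of its mean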;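 also: negative B-score means less thallium flux so channel inhibition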
DYRK1A inh: rat Dyrk1A kinase inhibitors, primary screen, biochemical, single point, plate reader; Dual specificity tyrosine-phosphorylation-regulated kinase 1A (Rattus norvegicus), Q63470; ADP-Glo luminescence, NFATc1 peptide; inhibition, % at 12.5 µM; 0.43% of 310,000 active; AID 504441, 2011; in the data active = inhibition above about 50%;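 also: plate controls were vehicle with enzyme for no effect and no enzyme for full effect; many of its hits are not listed in these tables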
An asterisk follows results filed as active; i = inactive; · = no result given. An excerpt. The share of hits here may be higher or lower than overall.

SMILES	TRPC4 inh	KCNQ1 inh	PolyA inh	TRPC4 PAM	hERG rescue	TRPC4 act	KCNK3 inh	KCNQ1 act	Platelet DG rel	KCNK9 inh	DYRK1A inh
Cn1c(CNC(=O)CNC(=O)c2ccccc2)cc(=O)n(C)c1=O	i	i	i	i	-9	i	i	i	2	i	0
O=C(NNc1cccc(Cl)n1)Nc1ccc(F)cc1	i	i	i	i	-12	i	i	i	-2	i	·
O=C(NCCCN1CCCCC1)c1ccc(CS(=O)c2ccc(Cl)cc2)o1 (centres undefined)	i	i	i	i	-8	i	i	i	12	i	0
CCOC(=O)c1cc([N+](=O)[O-])sc1NC(=O)c1ccc(S(=O)(=O)N2CC3(C)CC2CC(C)(C)C3)cc1 (centres undefined)	i	8*	i	i	-12	i	i	i	12	i	6
COc1ccc(NC(=O)/C(C#N)=C\c2cc(C)n(-c3ccc(Oc4ccc([N+](=O)[O-])cn4)cc3)c2C)cc1	i	i	i	i	-9	i	i	i	-1	i	3
CCn1c(SCC(=O)OC(C)C)nnc1-c1ccccc1	i	i	i	i	-6	i	i	i	4	i	·
CCCN1C(=O)/C(=C/c2ccc(C)o2)NC1=S	i	i	i	i	0	i	·	i	4	i	·
O=C(NCCSCc1ccc(Cl)cc1Cl)c1ccc(CN2CCOCC2)cc1	i	i	i	i	-10	i	i	i	-2	i	-2
Cc1nn(CCCNC(=O)C2CCCO2)cc1Br (centres undefined)	i	i	i	i	-10	i	i	i	-8	i	-1
Cc1ccc(CNC(=O)CSc2ncccn2)cc1	i	i	i	i	-4	i	i	i	4	i	-1
COc1ccc(S(=O)(=O)N2CC3CCCN3c3ccc(C(F)(F)F)cc32)cc1 (centres undefined)	i	i	i	i	-3	i	i	i	-2	-18*	0
Clc1ccc(Nc2ncnc3ccc(Br)cc23)cc1	i	i	i	i	-8	i	i	i	0	i	-8
COc1ccc(/C=C/C(=O)NC(=S)Nc2ccc(Br)cn2)cc1	i	i	i	i	-1	i	i	i	0	i	5
COc1ccc(CC(C)Nc2ccccc2F)cc1 (centres undefined)	i	i	i	i	-9	i	i	i	-3	i	-2
CC(/C=N/NC(=O)CCn1nnc2ccccc21)=C\c1ccccc1	i	i	i	i	-18	i	i	i	-3	i	3
NC(c1ccccc1)c1cccnc1 (centres undefined)	i	i	i	i	-1	i	i	i	-3	i	16
COc1ccc(OC)c(Nc2ncnc3c2cnn3-c2ccccc2)c1	i	i	i	i	-5	i	i	i	12	i	4
COc1ccc(CCn2c(-c3ccncc3)n[nH]c2=S)cc1OC	i	i	i	i	-4	i	i	i	0	i	-2
CN(C)CCNC(=O)c1cc2ccccc2oc1=O	i	i	i	i	-10	i	i	i	19	i	-1
COc1cc(C(=O)N2CCN(c3ccccc3)CC2)c([N+](=O)[O-])cc1OC	i	i	i	i	-6	i	i	i	2	i	0
COc1ccccc1NC(=O)c1ccc2c(c1)CCN2S(C)(=O)=O	i	i	i	i	-5	i	i	i	0	i	3
Nc1nc(Cl)nc2c1ncn2[C@@H]1O[C@H](CO)[C@@H](O)[C@H]1O	i	i	i	i	-3	50*	i	i	89*	i	22
Cc1cc(C(=O)OCC(=O)c2cccs2)c2ccccc2n1	i	i	i	i	-3	i	i	i	5	i	-1
O=C(COc1ccc(Cl)cc1)NCCCNC(=O)c1cccnc1	i	i	i	i	-7	i	i	i	1	i	-4
CC(C)(C)OC(=O)N/N=C/c1cccn1-c1ccc([N+](=O)[O-])cc1	i	i	i	i	-9	i	i	i	4	i	6
Cc1cc(F)ccc1S(=O)(=O)N1CCCOC1CNC(=O)C(=O)NCCCN1CCOCC1 (centres undefined)	i	i	i	i	-5	i	i	i	-7	i	5
CCOc1ccc(NC(=O)CCN2C(=S)NC(C)(C)CC2C)cc1 (centres undefined)	i	i	i	i	-12	i	i	i	-3	i	14
Cc1cc(Nc2ccc(F)c(Cl)c2)n2ncnc2n1	i	i	i	i	-6	i	i	i	5	i	5
COC(=O)c1ccc(C2NC(=O)c3ccccc3O2)cc1 (centres undefined)	i	i	i	i	-3	i	i	i	-2	i	-1
COc1ccc(C)cc1S(=O)(=O)N(C)CC(=O)NC1CCCCC1	i	i	i	i	-6	i	i	i	4	i	-7
COc1ccccc1NS(=O)(=O)c1cc(C(=O)N2CCN(C/C=C/c3ccccc3)CC2)ccc1C	i	i	i	i	-6	i	i	i	20	i	-7
Nc1nnc(Sc2ncccc2[N+](=O)[O-])s1	i	i	i	i	-10	i	i	i	-6	i	·
CCn1cc([N+](=O)[O-])c(C(=O)Nc2cc(C)on2)n1	i	i	i	i	-2	i	i	i	-9	i	3
COc1cc(/C=N/N=C(/N)c2nonc2N)cc(Br)c1OCc1cccc(C)c1	i	i	i	i	-9	i	i	i	-4	i	0
COc1ccccc1C(=O)Nc1nc2cc3c(cc2s1)OCCO3	i	i	i	i	-9	i	i	i	20	i	-6
COc1ccc(-c2nnc(SCCc3ccccc3)n2N)cc1	i	i	i	i	-11	i	i	i	-5	i	5
CCN(CCNC(=O)CN1CCN(Cc2ccc(Cl)cc2)C1=O)c1ccccc1	i	i	i	i	-9	i	i	i	-25	i	19
CCCCc1nc2cc(C(=O)N3CCN(c4cnccn4)CC3)ccc2o1	i	i	i	i	-4	i	i	i	-13	i	1
Cc1ncoc1C(=O)NCCC(c1ccccc1)c1ccccc1	i	i	i	i	0	i	i	i	5	i	·
CCCCC(=O)NC(=S)NNC(=O)CC	i	i	i	i	-10	i	i	i	-1	i	-5
COc1ccc(S(=O)(=O)Nc2cc(C)ccc2OC)cc1C	i	i	i	i	-2	i	i	i	-14	i	3
CC(C)c1ccc(/C=C2\SC(=S)N(CC(=O)NCCCN3CCOCC3)C2=O)cc1	i	i	i	i	-11	i	i	i	-1	i	-4
CSc1nc2nc(-c3cccs3)cc(C(F)(F)F)c2c(=O)[nH]1	i	i	i	i	-5	i	i	i	17	i	0
Cc1oc(CC(C)C)c(CN)c1C(=O)O	i	i	i	i	-1	i	i	i	-3	i	1
COC(=O)[C@H](C)NC(=O)N1CCC(Cc2ccccc2)CC1	i	i	i	i	-5	i	i	i	-6	i	9
CC(Sc1nnc(-c2ccccc2Br)n1-c1cccc(C(F)(F)F)c1)C(N)=O (centres undefined)	i	i	i	i	0	i	i	i	2	i	-2
CCCn1c2ccccc2c2cnn(CC(=O)O)c(=O)c21	i	i	i	i	-8	i	i	i	7	i	6
S=C(NCCc1ccccc1)N1CCN(C2CCCCC2)CC1	i	i	i	i	-19	i	i	i	-3	i	·
COc1ccc(C(=O)N[C@H](C(=O)Nc2ccc(OC)nc2)C(C)C)cc1	i	i	i	i	-9	i	i	i	-90	i	11
COc1ccc(CCNC(=O)CC2Nc3ccccc3NC2=O)cc1OC (centres undefined)	i	i	i	i	-9	i	i	i	4	i	7
O=C(c1cccc(C(=O)N2CCN(c3ccccc3F)CC2)c1)N1CCN(c2ccccc2F)CC1	i	i	i	i	-9	i	i	i	-1	i	10
CCN(CC)CCNCC1C(=O)O[C@@H]2C[C@@]3(C)CCC[C@H](C)C3=C[C@H]12 (some centres undefined)	i	i	i	11*	-1	i	i	i	-8	i	·
Cc1oc2cc(O)ccc2c(=O)c1-c1cnn(-c2ccccc2)c1	i	i	i	i	-6	i	i	i	-16	i	4
COc1cc2c(cc1Cl)C(=O)C(F)(c1ccccc1)C(=O)N2 (centres undefined)	i	i	i	i	-3	i	i	i	-13	i	-3
Cc1ccc2c(c1C)NC(C)CC2C (centres undefined)	i	i	i	i	-10	i	i	i	3	i	9
CC1(C)Cc2[nH]c(=S)c(C#N)cc2CO1	i	i	i	i	-3	i	i	i	-3	i	3
COc1cc(OC)c(/C=N/NC(=O)c2ccncc2)cc1Br	i	i	i	i	-5	i	i	i	1	i	-1
CCOc1ccc(CC(=O)Nc2c(C(=O)Nc3ccccc3)oc3ccccc23)cc1OCC	i	i	i	i	-10	i	i	i	1	i	6
Cc1ccc(S(=O)(=O)NC(=NC(C)C(=O)O)c2ccccc2)cc1 (centres undefined)	i	i	i	i	-7	i	i	i	-2	i	5
NS(=O)(=O)c1ccc(CCNC(=O)c2ccc(Br)s2)cc1	i	i	i	i	-5	i	i	i	1	i	2

Given as labelled records: part of the list above
COc1cc(OC)c(/C=N/NC(=O)c2ccncc2)cc1Br
  TRPC4 inh: i	KCNQ1 inh: i	PolyA inh: i	TRPC4 PAM: i	hERG rescue: -5	TRPC4 act: i	KCNK3 inh: i	KCNQ1 act: i	Platelet DG rel: 1	KCNK9 inh: i	DYRK1A inh: -1

Cc1ccc2c(c1C)NC(C)CC2C (centres undefined)
  TRPC4 inh: i	KCNQ1 inh: i	PolyA inh: i	TRPC4 PAM: i	hERG rescue: -10	TRPC4 act: i	KCNK3 inh: i	KCNQ1 act: i	Platelet DG rel: 3	KCNK9 inh: i	DYRK1A inh: 9

CC1(C)Cc2[nH]c(=S)c(C#N)cc2CO1
  TRPC4 inh: i	KCNQ1 inh: i	PolyA inh: i	TRPC4 PAM: i	hERG rescue: -3	TRPC4 act: i	KCNK3 inh: i	KCNQ1 act: i	Platelet DG rel: -3	KCNK9 inh: i	DYRK1A inh: 3

Continued.
SMILES	TRPC4 inh	KCNQ1 inh	PolyA inh	TRPC4 PAM	hERG rescue	TRPC4 act	KCNK3 inh	KCNQ1 act	Platelet DG rel	KCNK9 inh	DYRK1A inh
O=C(COC(=O)c1ccc(Cl)c(S(=O)(=O)N2CCOCC2)c1)NCc1ccco1	i	i	i	i	-9	i	i	i	·	i	·
CCOC(=O)C1CCN(C(=O)CN(c2ccc3c(c2)OCCO3)S(C)(=O)=O)CC1	i	i	i	i	-11	i	i	i	3	i	4
CC1CCCN(C(=O)c2cc3ccccc3cc2O)C1 (centres undefined)	i	i	i	i	-5	i	i	i	-1	i	0
Cc1ccc2oc(C(=O)Nc3ccc(S(=O)(=O)Nc4ncccn4)cc3)c(C)c2c1	i	i	i	i	-5	i	i	i	-3	i	-1
